# Source: PubChem BioAssay
# SKKanGAS inh: inhibitors of SKKanGAS S. pyogenes growth in kanamycin (SK-promoter or general growth effect); BacTiter-Glo, 6 h; inhibition, % at 7.5 µM; 300,000 compounds, 1.3% hits;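 active = mean replicate score, as percent of positive control median, at least 50; inconclusive = mean below 50 but one replicate at or above 50; inactive = mean and every replicate below 50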;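 also: strain carries kanamycin resistance gene driven by streptokinase promoter and grows in 40 µg/ml kanamycin; loss of luminescence reflects streptokinase promoter inhibition or plain growth inhibition; 0% = median of DMSO wells and 100% = positive control at its reference dose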
# RGS4 block: human RGS4 inhibition; P49798; HEK293 M3R/RGS4 inducible, Fluo-4 calcium flux; stronger effect = higher value; triggered by carbachol at its EC20; B-score at 10 µM; 310,000 compounds, 0.45% hits; AID 463165;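 active = B-score, a plate-corrected calcium signal, over three deviations above library mean, with baseline fluorescence within five deviations of library mean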;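 also: RGS4 expression induced by doxycycline in cells with stable M3 receptor; B-score is computed from the integrated fluorescence ratio over baseline after carbachol; higher B-score means a larger calcium signal and so more RGS4 inhibition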
# TMEM16A inh: mouse TMEM16A channel inhibition, primary screen; normalized B-score (activity score, 25-100; higher = stronger inhibition) at 10 µM; 310,000 compounds, 1.2% hits; HEK293 TMEM16A/YFP iodide influx fluorescence, ionomycin; Q8BHY3;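 active = ratio plate-corrected score three or more library SD toward inhibition, starting fluorescence score within five deviations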;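 also: score derived from kinetic fluorescence span divided by baseline fluorescence per well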
# RGS4 act: RGS4 potentiation or activation; HEK293 M3R/inducible RGS4, carbachol calcium flux Fluo4; stronger effect = lower value; B-score at 10 µM; 310,000 compounds, 0.92% hits;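 active = B-score of the integrated calcium signal more than 4 SD below the library mean, with starting fluorescence not abnormally high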;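 also: negative B-score means reduced calcium response which marks RGS4 activation or potentiation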
#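 System: HEK293 FlpIn-TREx cells, stable M3R, doxycycline-inducible RGS4. Timing: overnight RGS4 induction, 30 min dye load 37 °C, 20 min compound RT. Also added: carbachol, ECmax concentration. Measured by: Fluo4 fluorescence kinetic imaging of calcium. Evaluation: integrated calcium ratio converted to B score.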
# TMEM16A act: activates or potentiates the mouse TMEM16A chloride channel. Q8BHY3. HEK293 TMEM16A/YFP-H148Q/I152L, iodide quench fluorescence; stronger effect = lower value. B-score at 10 µM. 340,000 compounds, 0.3% hits;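 active = fluorescence-ratio B-score plate-corrected deviation score at least 3 library SD below zero, with starting fluorescence score within 5 deviations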;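 also: channel opened by trigger with iodide after compound preincubation; score built on the fluorescence ratio of max minus min over baseline; more negative score means more quench and so TMEM16A activation or potentiation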
# HDAC3 inhib: blocks human histone deacetylase 3; O15379; recombinant HDAC3, fluorogenic peptide/trypsin coupled, fluorescence; inhibition, % at 8.3 µM; 320,000 compounds, 0.15% hits; in the data active = inhibition above about 26%, passing the limit was not always enough; inconclusive = no clear call, values can overlap the other calls
# hERG protect: hERG (human) protection from proarrhythmic block. 310,000 compounds, 0.51% hits. activation (rescue from dofetilide block), less the hit threshold, % at 10 µM. CHO-hERG, FluxOR thallium flux, dofetilide IC70 present. Q12809;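 active = activation above the mean of controls blocked by dofetilide plus 5 SD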;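 also: thallium influx through hERG after potassium depolarization seen as dye fluorescence rise; in these data hits start at about 4.7%; inactives centre near -7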
# KCNK3 inh: human KCNK3 channel inhibition, primary screen; O14649; CHO-KCNK3 thallium flux, FluxOR fluorescence; stronger effect = lower value; B-score at 10 µM; 340,000 compounds, 0.84% hits; AID 602410;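 active = B-score under library mean minus 4 SD, starting fluorescence ratio at most library mean plus 5 SD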;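 also: more negative B-score means stronger inhibition of thallium flux through KCNK3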
# KCNQ1 act: potentiates or activates the human KCNQ1 potassium channel | 310,000 compounds, 0.35% hits | AID 2648 | CHO-K1 KCNQ1, thallium flux FluxOR fluorescence; stronger effect = higher value | B-score at 10 µM;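 active = fluorescence ratio B-score, a plate-corrected score, at least three library SD, with initial intensity B-score within 5 SD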
# Target sequence (P51787 whole entry, looked up): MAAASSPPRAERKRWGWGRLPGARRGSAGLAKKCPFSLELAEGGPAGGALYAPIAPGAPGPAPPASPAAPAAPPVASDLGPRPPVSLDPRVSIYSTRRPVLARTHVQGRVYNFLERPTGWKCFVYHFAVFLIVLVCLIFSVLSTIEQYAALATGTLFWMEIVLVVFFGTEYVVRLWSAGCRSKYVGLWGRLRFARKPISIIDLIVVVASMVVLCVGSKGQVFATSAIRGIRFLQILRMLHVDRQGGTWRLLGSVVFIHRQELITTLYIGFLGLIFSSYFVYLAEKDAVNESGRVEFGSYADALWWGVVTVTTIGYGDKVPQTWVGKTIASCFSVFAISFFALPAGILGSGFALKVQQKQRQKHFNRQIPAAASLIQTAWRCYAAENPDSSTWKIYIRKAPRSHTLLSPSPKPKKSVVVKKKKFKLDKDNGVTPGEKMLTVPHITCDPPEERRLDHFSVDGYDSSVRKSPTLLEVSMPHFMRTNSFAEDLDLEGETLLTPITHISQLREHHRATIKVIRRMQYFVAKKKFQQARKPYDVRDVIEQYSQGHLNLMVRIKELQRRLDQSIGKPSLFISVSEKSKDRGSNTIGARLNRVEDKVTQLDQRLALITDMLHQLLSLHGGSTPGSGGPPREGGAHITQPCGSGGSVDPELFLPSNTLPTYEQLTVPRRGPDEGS
#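 Test system: CHO-K1 cells stably expressing KCNQ1 / Medium: assay buffer / Also added: depolarizing K+/Tl+ stimulus, K2SO4 and Tl2SO4 each 12.5 mM in 5x stock / Incubation: 90 min dye loading and 20 min compound exposure, both at room temperature / Signal: thallium influx via FluxOR fluorescence, kinetic imaging / Evaluation: B score of baseline-normalized fluorescence ratio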
# KCNQ1 inh: inhibitors of human KCNQ1 potassium channel. P51787. CHO-K1 KCNQ1, FluxOR thallium flux fluorescence; stronger effect = higher value. B-score at 10 µM. 310,000 compounds, 1.3% hits. AID 2642;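 active = compounds whose thallium flux B-score, printed positive for inhibition, exceeds three library SD while starting fluorescence stays within three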;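 also: channel opened by potassium depolarization with thallium stimulus after 20 min compound exposure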
# KCNK9 block: human KCNK9 channel inhibition; Q9NPC2; HEK293 KCNK9, FluxOR thallium flux fluorescence; stronger effect = lower value; B-score at 10 µM; 310,000 compounds, 1.2% hits; AID 488922;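 active = ratio B-score over 3 SD below the library mean, with starting fluorescence within 5 SD of its mean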;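 also: negative B-score means less thallium flux so channel inhibition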
# Target sequence (Q9NPC2 whole entry, looked up): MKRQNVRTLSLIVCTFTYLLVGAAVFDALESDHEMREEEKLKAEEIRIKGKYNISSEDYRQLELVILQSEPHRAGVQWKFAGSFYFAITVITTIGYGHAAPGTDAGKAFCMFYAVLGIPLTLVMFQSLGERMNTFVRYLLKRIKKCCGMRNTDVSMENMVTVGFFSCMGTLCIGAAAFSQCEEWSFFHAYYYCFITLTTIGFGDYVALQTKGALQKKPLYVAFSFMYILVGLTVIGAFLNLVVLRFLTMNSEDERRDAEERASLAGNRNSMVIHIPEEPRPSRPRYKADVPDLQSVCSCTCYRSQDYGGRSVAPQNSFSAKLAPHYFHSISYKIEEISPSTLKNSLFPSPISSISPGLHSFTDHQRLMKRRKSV
# The depositor's hits bear a star; i = inactive; ? = inconclusive; / = not tested or not shown.
mol	SKKanGAS inh	RGS4 block	TMEM16A inh	RGS4 act	TMEM16A act	HDAC3 inhib	hERG protect	KCNK3 inh	KCNQ1 act	KCNQ1 inh	KCNK9 block
O=C(CCC(=O)c1cccs1)NNC(=O)c1ccccc1O	-2.1	i	i	i	i	-1.5	-11.7	i	i	i	i
O=C(O)CN(Cc1ccccc1)S(=O)(=O)c1ccc2c(c1)OCCO2	-2.7	i	i	i	i	3.7	-9.9	i	i	i	i
COc1ccc(N2CCCC2)c(NC(=O)COc2ccccc2)c1	-5.1	i	i	i	i	6.4	-5.3	i	i	i	i
CN(NC(=O)COc1ccccc1)C1=NS(=O)(=O)c2ccccc21	-10.4	i	i	i	i	5.6	-11.3	i	i	i	i
COc1ccc(CCNC(=O)c2nn(C)c3c2CS(=O)(=O)c2ccccc2-3)c(OC)c1	16.6	i	i	i	i	5.9	-8.3	i	i	i	i
FC(F)Oc1ccc(/C=N/NC(=S)Nc2cc(C(F)(F)F)ccc2Cl)cc1	30.8	i	i	i	i	-1.4	-1.4	i	i	i	i
CCOC(=O)C(=O)NCC(c1cccs1)S(=O)(=O)c1ccc(C)cc1 (configuration not stated)	-4.8	i	i	i	i	-6.7	-10.5	i	i	i	i
O=c1c2ccccc2nc2n1CC/C2=C\N1CCN(c2ccc([N+](=O)[O-])cc2)CC1	-17.3	i	i	i	i	9.8	-21.9	i	i	i	i
N#Cc1c(SCC(=O)Nc2nccs2)sc2c(O)cc(=O)[nH]c12	15.6	i	i	i	i	3.4	-8.9	i	i	i	i
O=C(NNc1ncnc2c1cnn2-c1ccc(F)cc1)c1cccs1	-4.0	i	i	i	i	1.3	-6.7	i	i	i	i
O=C(O)CCC(=O)Nc1nc2nccc(-c3ccccc3)n2n1	0.1	i	i	i	i	-32.6	-6.5	i	i	i	i
Cn1c(/C(C#N)=C(\O)c2ccc([N+](=O)[O-])cc2)nc2ccccc21	-16.2	i	i	i	i	1.5	-16.7	i	i	i	i
CC(C)(C)n1nc2c(c1NC(=O)c1ccc(Cl)c([N+](=O)[O-])c1)CS(=O)(=O)C2	-5.5	i	i	i	i	-4.1	-14.8	i	i	i	i
COc1ccc(NC(=O)CS(=O)CC(=O)Nc2ccc(-n3cnnn3)c(C)c2)cc1 (configuration not stated)	2.2	i	i	i	i	3.9	-6.7	i	i	i	i
O=C(Cn1nc(C(=O)O)c2ccccc2c1=O)Nc1ccccc1C(F)(F)F	-1.9	i	i	i	i	0.1	-4.0	i	i	i	i
CCOc1ccc(NC(=O)CN(C)C(=O)CN2C(=O)C3CC=CCC3C2=O)cc1OCC (configuration not stated)	-8.4	i	i	i	i	/	-16.7	i	i	i	i
Cc1[nH]n(-c2ccccc2)c(=O)c1N=Nc1cccc(S(=O)(=O)N2CCOCC2)c1	-17.1	i	i	i	i	-8.7	-8.3	i	i	i	i
O=C(/C=C/c1ccc(Cl)cc1Cl)N(Cc1ccc(Cl)cc1)C1CCS(=O)(=O)C1 (configuration not stated)	31.0	i	i	i	i	9.1	-11.2	i	i	i	i
Cc1ccc(CN2CC(C(=O)Nc3ncccc3C)CC2=O)cc1 (configuration not stated)	-4.6	i	i	i	i	1.5	-3.0	i	i	i	i
O=C1SCC(c2ccc(Cl)cc2Cl)=NN1Cc1nnc(-c2ccccc2)o1	-3.9	i	i	i	i	0.5	-12.2	i	i	i	i
CCc1ccc(C(=O)Nc2ccc(OC)c(S(=O)(=O)N3CCOCC3)c2)cc1	1.8	i	100*	i	i	2.8	-20.0	i	i	i	i
Cc1ccc(S(=O)(=O)NCC(=O)N(CC(=O)NCC2CCCO2)Cc2ccccc2)cc1 (configuration not stated)	4.1	i	i	i	i	2.3	-8.5	i	i	i	i
COc1ccccc1NC(=O)NC1(C(=O)N2CCC(O)CC2)CCCCC1	0.3	i	i	i	i	-2.3	1.1	i	i	i	i
Cc1ccc(-c2nnn(CC(=O)N(CCN3CCOCC3)C(C(=O)NC(C)(C)C)c3ccc(C)o3)n2)cc1 (configuration not stated)	-2.7	i	i	i	i	-2.8	-9.0	i	i	i	i
Cc1ccccc1NC(=O)c1cccc2nccnc12	-13.6	i	i	i	i	-1.4	-8.0	i	i	i	i
CC(C)CCNC(=O)C(Cc1ccccc1)NS(=O)(=O)c1ccc2c(c1)c(=O)n(C)c(=O)n2C (configuration not stated)	0.3	i	i	i	i	-5.3	-14.6	i	i	i	i
COc1cc(/C=C(/Sc2nnc(-c3ccc(F)cc3)o2)C(=O)O)ccc1OC(F)F	4.4	i	i	i	i	1.6	-8.9	i	i	i	i
Cc1ccc(S(=O)(=O)N(C)C)cc1NC(=O)COC(=O)CCCOc1ccccc1	3.1	i	i	i	i	5.1	-9.9	i	i	i	i
CCCN1C(=O)c2ccccc2NC1c1ccc(Cl)cc1 (configuration not stated)	-6.4	i	i	i	i	-23.1	-6.0	i	i	i	i
Cc1cccc(C)c1NC(=S)N1CCC(N(C)CC2CCCO2)CC1 (configuration not stated)	-5.3	i	i	i	i	-0.8	-5.8	i	i	i	i
Cc1cc(O)c(NC(=S)NC(=O)c2ccc(-c3ccc(Cl)cc3)o2)cc1C	91.5*	i	i	i	i	-3.1	-7.5	i	i	i	i
CCOc1ccc(C(c2c(NC(=O)c3ccccc3)sc(C)c2C)N2CCN(C)CC2)cc1 (configuration not stated)	2.7	i	i	i	i	10.1	-12.5	i	i	i	i
COc1cccc(OC)c1C(=O)Nc1nnc(C(C)C)s1	-7.5	i	i	i	i	7.0	-0.8	i	i	i	i
COc1ccc(S(=O)(=O)N2CCCCC2)cc1NC(=O)c1cc([N+](=O)[O-])ccc1N1CCOCC1	12.2	i	i	i	i	1.0	-9.4	i	i	i	i
COC(=O)c1cccc(S(=O)(=O)N2CCCCC2)c1	-4.6	i	i	i	i	2.5	-9.4	i	i	i	i
COc1ccc(CNC(=O)c2cnc3cc(C)ccn3c2=O)cc1	-3.2	i	i	i	i	-0.2	-3.1	i	i	i	i
COc1ccc(NC(=O)c2nn(C)c(C(=O)Nc3ccc(OC)cc3)c2[N+](=O)[O-])cc1	4.6	i	i	i	i	-2.9	-8.4	i	i	i	i
Cc1cc(=O)[nH]c2c1c(C)nn2C(C)(C)C	3.7	i	i	i	i	0.0	-3.3	i	i	i	i
O=C1c2ccccc2NC(c2cccnc2)N1c1ccccc1F (configuration not stated)	8.0	i	i	i	i	-32.0	-4.9	i	i	i	i
CCOc1ccc(NC(=O)CSc2nc3ccccc3nc2N2CC(C)OC(C)C2)cc1 (configuration not stated)	7.1	i	i	i	i	-10.1	-6.5	i	i	i	i
O=C(Cc1cccs1)Nc1cccc(-c2nc3ccccc3o2)c1	3.9	i	i	i	i	6.6	-5.3	-8.75*	i	i	i
CCN1CCS/C1=C/C=C/C1=[N+](CC)CCS1	-2.7	i	i	i	i	35.7*	-18.9	i	i	i	i
O=C1c2ccccc2C(=O)N1OCc1ccccc1[N+](=O)[O-]	5.4	i	i	i	i	-4.6	-5.3	i	i	i	i
CC1(C)CC(=O)C2=C(C1)OC(N)=C(C#N)[C@@H]2c1ccccc1[N+](=O)[O-]	0.5	i	i	i	i	-6.1	-13.2	i	i	i	i
Cc1ccc2nc(-c3ccc(N4C(=NC(=O)CCC(=O)O)SC5CS(=O)(=O)CC54)cc3)sc2c1 (configuration not stated)	9.1	i	i	i	i	-14.4	-3.1	i	i	i	i
Cc1onc(-c2ccccc2Cl)c1C(=O)NC(=S)Nc1ccccc1F	3.2	i	i	i	i	3.5	0.6	i	i	i	i
CCCCOc1ccc(CSC(=N)N)cc1Cl	10.5	i	i	i	i	5.2	-19.9	i	i	i	i
COc1ccc2cc(C(c3nnnn3CCc3ccccc3)N3CCCC(C)C3)c(=O)[nH]c2c1 (configuration not stated)	1.6	i	i	i	i	0.0	-2.4	i	i	i	i
COCCN(C(=O)COC(=O)c1c(-c2ccccc2)noc1C)c1c(N)n(Cc2ccccc2)c(=O)[nH]c1=O	-13.9	i	i	i	i	-8.6	-6.2	i	i	i	i
COc1cc2[nH]c(=O)n(C3CCCCC3)c(=O)c2cc1OC	-4.7	i	i	i	i	5.7	-9.2	i	i	i	i

# (next part)
mol	SKKanGAS inh	RGS4 block	TMEM16A inh	RGS4 act	TMEM16A act	HDAC3 inhib	hERG protect	KCNK3 inh	KCNQ1 act	KCNQ1 inh	KCNK9 block
Cn1c(=O)c2c(nc(CN3CCOCC3)n2CCCc2ccccc2)n(C)c1=O	3.5	i	i	i	i	-4.9	-8.8	i	i	i	i
CC(=O)N(Cc1ccccc1)Cc1nc2sc(C)c(C)c2c(=O)[nH]1	-3.0	i	i	i	i	2.2	-7.5	i	i	i	i
COc1cc2c(cc1OC)C(C)N(C(=O)c1c(-c3ccccc3)noc1C)CC2 (configuration not stated)	-17.1	i	i	i	i	0.1	-11.8	i	i	i	i
O=C(CC1(O)C(=O)c2ccccc2C1=O)c1ccccc1	3.9	i	i	i	i	8.9	-13.2	i	i	i	i
Cc1ccc(NC(=O)C2CCN(S(C)(=O)=O)CC2)cc1Cl	5.8	i	i	i	i	-2.2	-7.2	i	i	i	i
CC1CN(C(=S)Nc2ccc(F)cc2F)CC(C)O1 (configuration not stated)	-5.4	i	i	i	i	-2.8	-8.3	i	i	i	i
CCN(C(=O)CSc1nc2ccccc2o1)C1CCS(=O)(=O)C1 (configuration not stated)	-4.2	i	i	i	i	?	-15.3	i	i	i	i
CCCOc1ccc(/C=C/C(=O)OCC(=O)N(C)c2c(N)n(Cc3ccccc3)c(=O)[nH]c2=O)cc1OCC	2.5	i	i	i	i	0.1	-1.9	i	i	i	i
O=C(O)c1cc(NN=Nc2cccc([N+](=O)[O-])c2)cc([N+](=O)[O-])c1	-5.0	i	i	i	i	3.3	-7.6	i	i	i	i
O=C1C2C3C=CC(C3)C2C(=O)N1Cc1cccnc1 (configuration not stated)	3.4	i	i	i	i	6.8	-9.6	i	i	i	i
Cc1ccc(S(=O)(=O)Oc2ccccc2/C=N/O)cc1	1.7	i	i	i	i	1.6	-4.6	i	i	i	i
COCCN1CCN(C(=O)C2CCC(=O)N(CCc3ccccc3)C2)CC1 (configuration not stated)	1.6	i	i	i	i	5.6	-4.3	i	i	i	i

# Not a hit list; any-hit rate near 6.3%.
